# FN deposit inh = inhibitors of fibronectin matrix deposition, primary screen, AH1F cells, Alexa488-fibronectin fluorescence, plate reader. AH1F fibroblasts, overnight. inhibition, % at 12.6 µM. actives 0.086% (n = 350,000). AID 743247, 2014;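 active means mean inhibition across replicates of 30% or more, regardless of how many single replicates reach that level; inconclusive means mean under 30% yet at least half of replicates reach 30%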;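 further: positive control wells lacked labelled fibronectin entirely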
#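 Assay system: AH1F fibroblasts assembling fluorescent fibronectin matrix; Amount: 10000 AH1F cells per well; Buffer or medium: DMEM, 2% serum; Probe or stimulus: Alexa488-fibronectin, 24 nM final in well; Doses: single compound dose, delivered by pin transfer; Incubation: 1 h adhesion, overnight exposure; Measured by: fluorescence 485/525 nm; Read-out: fibronectin deposition inhibition.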
# esBAF inh = Bmi1 luciferase reporter increase in mESCs, primary screen, esBAF inhibitor project, mouse ES cells, Bmi1 luciferase knock-in, single point; 24 h; 100% = twice the neutral-well signal; reporter increase, % at 12.5 µM; actives 2% (n = 350,000); in the data active means activation above about 40%; inconclusive means no clear call, values can overlap the other calls;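 further: 0% = median of the plate's neutral control wells and 100% = double that signal; a rise in the Bmi1 reporter signal indicates esBAF inhibition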
# S100A4 MyoIIA = inhibitors of S100A4-myosin IIA peptide binding, primary screen, biochemical, fluorescence polarization, TAMRA-MyoIIA peptide; Protein S100-A4 (Homo sapiens), P26447; inhibition, % at 10.7 µM; actives 0.14% (n = 360,000);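 active means mean inhibition of at least 70% across replicates, with every replicate also reaching that level; inconclusive means mean inhibition reaches 70% but some replicates fall short; inactive means mean inhibition below 70%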
# Target sequence (P26447 whole entry, looked up): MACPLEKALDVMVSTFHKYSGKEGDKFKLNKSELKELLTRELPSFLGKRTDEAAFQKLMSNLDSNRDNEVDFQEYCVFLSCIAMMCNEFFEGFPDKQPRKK
#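 System – human S100A4 monomer protein, biochemical binding assay · Buffer or medium – Calcium-containing HEPES buffer, pH 7.2 · Timing – 5 min between mix addition and reading · Also added – TAMRA-labelled myosin IIA heavy-chain peptide probe, 5 nM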
# Casp6 inh = human caspase-6 inhibitors, primary screen, biochemical, VEID-R110 fluorescence, single point, set 2. purified caspase-6, Z-VEID-R110 cleavage fluorescence. inhibition, % at 12.5 µM. actives 0.53% (n = 350,000);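 active means mean inhibition across replicates at least about 35%, with every replicate also reaching that limit, limit read from the data; inconclusive means only one of the two criteria met; inactive means neither criterion met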;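 further: 0% = median of neutral control wells and 100% = no fluorescence left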
# Target sequence (P55212 24-179 limits assumed): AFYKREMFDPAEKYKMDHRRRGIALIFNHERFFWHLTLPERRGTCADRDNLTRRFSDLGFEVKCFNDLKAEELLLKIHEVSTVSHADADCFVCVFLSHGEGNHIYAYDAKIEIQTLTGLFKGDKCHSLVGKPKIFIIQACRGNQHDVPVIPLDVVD
# Target sequence (P55212 194-293 limits assumed): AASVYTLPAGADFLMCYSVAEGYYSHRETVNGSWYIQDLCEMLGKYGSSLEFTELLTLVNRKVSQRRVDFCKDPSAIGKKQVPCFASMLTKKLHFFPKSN
# SIRT5 block = SIRT5 desuccinylase inhibitors, primary screen, biochemical, fluorescence imaging, single point, set 5; NAD-dependent protein deacylase sirtuin-5, mitochondrial (Homo sapiens), Q9NXA8; Purified SirT5, succinyl-peptide AMC, trypsin-coupled fluorescence; inhibition, % at 15 µM; actives 1.1% (n = 330,000); in the data active means inhibition above about 15%; inconclusive means no clear call, values can overlap the other calls
# Target sequence (Q9NXA8 whole entry, looked up): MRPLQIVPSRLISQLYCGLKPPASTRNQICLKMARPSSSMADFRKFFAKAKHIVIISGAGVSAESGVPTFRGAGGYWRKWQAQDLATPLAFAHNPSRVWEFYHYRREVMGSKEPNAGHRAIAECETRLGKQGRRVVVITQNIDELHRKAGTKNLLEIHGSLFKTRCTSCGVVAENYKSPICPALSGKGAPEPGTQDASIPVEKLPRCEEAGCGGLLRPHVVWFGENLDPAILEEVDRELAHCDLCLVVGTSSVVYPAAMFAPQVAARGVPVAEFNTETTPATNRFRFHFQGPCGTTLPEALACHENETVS
# Statin myotox sup = suppressors of statin myotoxicity in C2C12 myotubes, primary screen, cell-based, single point, plate reader | C2C12 myotubes + simvastatin, ATP luminescence, 48 h; scaled: DMSO 0, geranylgeraniol control 100 | rescue of ATP level, % at 7.49 µM | actives 0.78% (n = 330,000);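 active means mean ATP rescue above about 67%, or every replicate alone reaching that limit, limit read from the data, passing the limit was not always enough; inconclusive means no clear call, values can overlap the other calls; inactive means mean under the limit and some replicate under it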;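 further: myotubes were challenged with 10 µM simvastatin during compound exposure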
# LGR2 antag = inhibitors of bursicon-induced LGR2 CRE-luciferase signal, primary screen, cell-based, HEK293, CRE-luciferase reporter, bursicon stimulation | bursicon-stimulated, 4 h | Drosophila bursicon receptor LGR2 (rickets) | AID 720647, 2013 | inhibition, % at 9.99 µM | actives 0.35% (n = 380,000);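 active means drop in luminescence signal, shown as inhibition above about 50% in the replicate tests, limit read from the data, passing the limit was not always enough; inconclusive means probably only some replicates passing the limit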;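 further: agonist challenge used bursicon conditioned medium at about half maximal strength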
# * hit, by the source's call; ? = inconclusive; . = not tested or not shown; & = joins results of further samples.
SMILES,FN deposit inh,esBAF inh,S100A4 MyoIIA,Casp6 inh,SIRT5 block,Statin myotox sup,LGR2 antag
O=C(CCn1nc(-c2ccc(Cl)cc2)ccc1=O)NCCCN1CCCCCC1,.,-5,-5,-55,-8,1,6
CCn1ccc(C(=O)Oc2ccc(C(C)C)cc2)n1,.,1,-4,0,0,20,-31
CCSc1nnc(-c2cccnc2)n1-c1ccc(C)c(Cl)c1,.,-7,1,-3,-3,4,-16
O=C(N/N=C/c1ccc([N+](=O)[O-])cc1)c1cnccn1,2,.,4,4,-1,.,-25
C[C@H](CO)N1C[C@H](C)[C@H](CN(C)C(=O)NC2CCCCC2)Oc2ccc(NC(=O)Nc3ccc(C(F)(F)F)cc3)cc2CC1=O,.,-1,6,1,3,36,4
C1=C(CCNCC2CC2)CCCC1,.,4,-5,-5,-4,3,6
CN(C)S(=O)(=O)c1cccc(NC(=O)CN2C(=O)NC3(CCc4ccccc4C3)C2=O)c1 (configuration not stated),-7,3,7,-2,-2,5,-19
O=C(C[C@@H]1CC[C@H]2[C@@H](COC[C@H](O)CN2C(=O)Nc2ccc(Cl)c(Cl)c2)O1)NCc1ccccc1,-1,-4,5,0,-1,-10,-10
CN(C)CC#Cc1ccc([C@@H]2[C@H](CO)N3CCCCN(C(=O)C4CC4)C[C@@H]23)cc1,.,.,0,2,0,.,.
Cc1nc2c(-c3ccccc3)c[nH]n2c(=O)c1Cc1ccccc1,.,47*,-9,2,-10,-3,-47
O=C(O)C1CCCN1S(=O)(=O)c1cccc(S(=O)(=O)N2CCCC2C(=O)O)c1 (configuration not stated),-21,-3,-4,-3,-5,-1,-7
CCS(=O)(=O)N[C@H]1CC[C@H](CC(=O)Nc2ccc(-c3ccccc3)cc2)O[C@H]1CO,-1,7,-4,1,-2,10,-5
CC1(c2ccc(Cl)cc2Cl)NC(=O)N(CC(=O)NC2CCCCC2)C1=O (configuration not stated),6,-4,-7,2,0,-3,-25
COc1ccc(C2CC(=O)C=C(NCc3ccccc3)C2)cc1 (configuration not stated),9,.,0,-3,-1,.,.
CSCCCN1CCC(n2nccc2NC(=O)CCCc2ccccc2)CC1,8,1,-2,-6,-5,-5,-3
CCOc1nc2ccccc2cc1C=O,0,.,4,-1,-2,.,-10
Cc1ccc(C)c(OCCSc2nnc(C)c(=O)[nH]2)c1,5,.,1,2,3,.,11
Cc1ccc(OCc2cnc(Cl)s2)c(C)c1,.,84*,-1,1,-5,6,-113
Cc1cc(=O)oc(C)c1C(=O)Nc1ccc2ncccc2c1,-1,-1,.,.,.,3,.
O=C(Nc1ccc(Cl)cc1)/C(=C1\CCCN1)[N+](=O)[O-],0,?,-1,3,-5,-3,-25
CNC(=S)N/N=C/c1ccccc1OCC(=O)O,-3,-1,-2,0,-1,8,-14
CCOc1ncccc1C(=O)OCC(=O)NCc1ccc(C(=O)OC)cc1,-4,-12,-6,-2,1,4,7
COc1ccc2c(c1)CC[C@@H]1[C@@H]2CC[C@]2(C)[C@@H](C(=O)O)C[C@@H]12,6,4,4,4,4,10,9
Cc1ccc(S(=O)(=O)N(C)C[C@H]2Oc3ccc(NC(=O)Cn4cnnn4)cc3CC(=O)N([C@@H](C)CO)C[C@H]2C)cc1,6,-3,-36,0,34*,20,-14
CCOC(=O)c1c(NC(=O)CSc2ncnc3[nH]ncc23)sc2c1CCC(C)C2 (configuration not stated),-3,-11,4,2,9,-4,6

# Of the compounds above, these have two or more sulfur atoms.
SMILES,FN deposit inh,esBAF inh,S100A4 MyoIIA,Casp6 inh,SIRT5 block,Statin myotox sup,LGR2 antag
O=C(O)C1CCCN1S(=O)(=O)c1cccc(S(=O)(=O)N2CCCC2C(=O)O)c1 (configuration not stated),-21,-3,-4,-3,-5,-1,-7
CCOC(=O)c1c(NC(=O)CSc2ncnc3[nH]ncc23)sc2c1CCC(C)C2 (configuration not stated),-3,-11,4,2,9,-4,6

# (more compounds)
SMILES,FN deposit inh,esBAF inh,S100A4 MyoIIA,Casp6 inh,SIRT5 block,Statin myotox sup,LGR2 antag
CCOc1ccc(S(=O)(=O)N2CCCCC2)cc1NC(=O)CN1CCCC1c1cccs1 (configuration not stated),-2,-2,2,3,-1,-62,24
O=C(Nc1ccccc1F)N1CC(=O)N2[C@H](CO)[C@H](c3ccc(-c4ccccc4)cc3)[C@@H]2C1,.,.,-44,-2,1,.,-22
O=C(NCC1CCCO1)c1cn(Cc2ccccc2)nc1-c1ccc(Cl)cc1 (configuration not stated),.,-4,2,5,-1,1,12
Cc1csc(=O)n1CC(=O)OCC(=O)Nc1ccccc1C(C)C,1,4,1,0,0,14,8
Cc1cccc(NC(=O)CSCC(=O)OCc2ccccn2)c1,-9,0,-2,-1,-2,-4,-9
Cc1cc(-c2ccncc2)n2ncc(-c3ccccc3)c2n1,-5,17,-8,-1,-3,6,-86
CCC(CC)NC(=O)c1cc(S(=O)(=O)N2CCCCC2)ccc1N1CCOCC1,1,-4,-3,5,1,2,-10
OCCC1CN(Cc2cnc(N3CCOCC3)s2)CCN1C1CCCC1 (configuration not stated),10,-5,-4,0,-5,-1,1
CN1C(=O)c2cc(NC(=O)c3cccc(F)c3)ccc2OC[C@@H]2O[C@H](CC(=O)NCc3ccccc3Cl)CC[C@H]21,2,0,2,0,0,-14,2
O=S(=O)(Cc1cc(Cl)nc(-c2ccncc2)n1)c1ccccc1,-8,-2,-5,3,-5,-1,35
C[C@H](CO)N1C[C@H](C)[C@@H](CN(C)Cc2ccccc2F)Oc2ncc(-c3ccccc3F)cc2C1=O,-9,-2,5,-1,3,-21,5
COc1ccc(C2(c3ccc(OC)cc3)NC(=O)N(CC(=O)NC3(C#N)CCCC3)C2=O)cc1,2,-7,-2,2,-1,8,-1
CC(C)N(Cc1cnn(C)c1)C(=O)c1ccc(OC2CCN(Cc3ccccn3)CC2)cc1,2,3,-2,-1,17*,9,5
Cc1cccn2c(CNCCCOc3cccnc3)c(C(=O)N3CCOCC3)nc12,.,.,-3,-8,-8,.,21
COc1ccc2oc(-c3ccccc3)cc(=O)c2c1,.,-43,-10,-2,.,1,64*
Cc1cccc(S(=O)(=O)Nc2ccncc2)c1,-7,-2,-3,-6,4,-7,-7
Cc1cccc(NC(=O)c2ccc(Cl)c(NC(=O)c3ccncc3)c2)c1C,5,-3,1,7,-4,-15,8
CCNc1nc(NC(C)C)nc(Oc2ccc(=O)n(C)n2)n1,-4,-4,-9,-2,-3,5,-17
Cc1cccc(N(C)C(=O)c2cc3c(=O)[nH]c4ccc(C)cc4c3s2)c1,19,.,-19,0,0,.,1
COC(=O)c1sc2nc(SCc3cccc(Cl)c3)n(N)c(=O)c2c1C,-6,.,-10,-2,0,.,-1
Nc1cc(C(=O)OCC(=O)NCc2ccc(F)cc2)ccc1Cl,8,.,-3,-3,-4,.,.
CC1CN(C(=O)CS(=O)(=O)Cc2ccccc2)CC(C)O1 (configuration not stated),2,-3,-27,-3,0,6,0
C(=C\c1ccncc1)/c1ccncc1,-2,.,-4,26,1,.,0
C[C@@H]1CCCCO[C@@H](CN(C)Cc2ccc(C(=O)O)cc2)[C@H](C)CN([C@@H](C)CO)C(=O)c2cc(NS(=O)(=O)c3cccs3)ccc2O1,.,-1,0,-2,-1,.,-12
N=c1c2ccccc2nnn1-c1ccccc1[N+](=O)[O-],-8,10,-1,-2,-4,6,-6

# Continuation:
SMILES,FN deposit inh,esBAF inh,S100A4 MyoIIA,Casp6 inh,SIRT5 block,Statin myotox sup,LGR2 antag
C[C@@H]1C=C(C(=O)N2CCN(C)CC2)O[C@H](OCc2ccc(CO)cc2)C1,15,-7,0&22,-1&2,-3,-7,6
CC1CN(C(=O)c2ccc(S(=O)(=O)Nc3ccccc3F)cc2)CC(C)O1 (configuration not stated),6,-3,7,-1,-1,-7,8
O=C(NC1CCN(S(=O)(=O)c2ccccc2F)CC1)c1ccco1,3,-3,-13,3,.,-2,-1
Cc1ccc(S(=O)(=O)N(C)C)cc1NC(=O)COC(=O)CCC(=O)c1ccc(F)cc1,.,.,-3,4,2,.,-14
Cn1c(Cc2cccc3ccccc23)nnc1SCC(=O)N1CCN(c2cccc(Cl)c2)CC1,-8,4,.,.,.,36,.
COc1ccc(N=C2SC(CC(=O)Nc3ccccc3)C(=O)N2Cc2ccccn2)cc1 (configuration not stated),4,.,3,2,0,.,-39
COc1ccc(S(=O)(=O)N2CCCCC2c2cc(C(=O)NCc3ccc(F)cc3)no2)cc1 (configuration not stated),5,-11,-1,-1,.,2,-18
O=C(c1cccc(F)c1)N1CC(=O)N2[C@H](CO)[C@@H](c3ccc(-c4cccnc4)cc3)[C@@H]2C1,.,.,-4,0,-2,.,1
CN(Cc1cnccn1)Cc1ccccc1OCC(O)CN1CCc2ccccc2C1 (configuration not stated),1,6,-2,-7,-10,-1,-10
COc1cccc(/C=N/n2nnnc2N)c1O,5,.,0,0,0,.,-9
CCCN(C(=O)c1cccs1)c1nnc(-c2ccncc2)s1,11,34,.,.,.,7,.
CC(=O)Cc1nsc(Nc2ccc(F)cc2)n1,-12,21,-4,.,-1,1,1
Cc1cc(C)nc(SCCCn2c(=O)[nH]c3ccccc32)n1,-8,8,.,.,.,7,.
COC(=O)N1Cc2ccnnc2CC1c1ccccc1-c1ccc(F)cc1 (configuration not stated),-2,.,6,-1,-1,.,-2
C/C(=N/Nc1ccccc1[N+](=O)[O-])c1ccc([N+](=O)[O-])cc1,0,-2,-5,2,1,0,-1

# Another view of some results above:
smiles | FN deposit inh | esBAF inh | S100A4 MyoIIA | Casp6 inh | SIRT5 block | Statin myotox sup | LGR2 antag
Cn1c(Cc2cccc3ccccc23)nnc1SCC(=O)N1CCN(c2cccc(Cl)c2)CC1 | -8 | 4 | . | . | . | 36 | .
COc1ccc(N=C2SC(CC(=O)Nc3ccccc3)C(=O)N2Cc2ccccn2)cc1 (configuration not stated) | 4 | . | 3 | 2 | 0 | . | -39
COc1ccc(S(=O)(=O)N2CCCCC2c2cc(C(=O)NCc3ccc(F)cc3)no2)cc1 (configuration not stated) | 5 | -11 | -1 | -1 | . | 2 | -18
O=C(c1cccc(F)c1)N1CC(=O)N2[C@H](CO)[C@@H](c3ccc(-c4cccnc4)cc3)[C@@H]2C1 | . | . | -4 | 0 | -2 | . | 1
CN(Cc1cnccn1)Cc1ccccc1OCC(O)CN1CCc2ccccc2C1 (configuration not stated) | 1 | 6 | -2 | -7 | -10 | -1 | -10

# Only part of the results is shown; the hit share may differ from the screen's.
